# HTR5A inv ag: HTR5A inverse agonists in luminescence cell assay, primary screen, counter-screen for OPRM1-OPRD1 heterodimer inverse agonist project, full-deck HTS; HTR5A cell line, inverse agonism; inhibition, % at 9.3 µM; 340,000 compounds, 0.083% hits; AID 504634, 2011; in the data active means inhibition mostly above about 23%, no sharp cut-off; inactive means mostly below about 18%;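 further: 0% = cells with DMSO and 100% = no-cell wells with DMSO; some compounds called inactive have numbers as strong as hits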
# Target sequence (P47898 whole entry, looked up): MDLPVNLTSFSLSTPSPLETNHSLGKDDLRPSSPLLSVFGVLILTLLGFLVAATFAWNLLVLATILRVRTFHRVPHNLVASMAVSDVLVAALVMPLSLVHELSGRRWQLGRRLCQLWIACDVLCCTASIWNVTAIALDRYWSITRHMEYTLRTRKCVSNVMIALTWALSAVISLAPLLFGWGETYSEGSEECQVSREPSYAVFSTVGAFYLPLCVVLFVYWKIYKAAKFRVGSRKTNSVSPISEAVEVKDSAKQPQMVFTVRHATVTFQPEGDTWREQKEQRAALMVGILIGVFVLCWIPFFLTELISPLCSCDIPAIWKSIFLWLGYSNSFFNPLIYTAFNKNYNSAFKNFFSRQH
# PKA-R1A act: activators of PKA-R1A holoenzyme, primary screen, biochemical, fluorescence polarization, Cy5-IP20, bovine R1A, mouse PKAc; cAMP-dependent protein kinase type I-alpha regulatory subunit (Bos taurus) + …; PKA-R1A dissociation; scaled: DMSO 0%, 113 µM cGMP 100%; activation, % at 11.4 µM; 340,000 compounds, 0.083% hits; AID 504707, 2011;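 active means percent activation above the mean of all tested compounds plus 3 SD, cut at about 19% in these data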;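 further: higher means more PKAc released from R1A so a rise in polarization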
# phage Ecoli inh: growth loss of phage-infected E. coli, primary screen, RecBCD inhibitor project, absorbance, with phage, HTS. inhibition, % at 11.9 µM. 360,000 compounds, 0.26% hits. AID 651602, 2012; in the data active means inhibition above about 11%
# AddAB inh: growth inhibition of E. coli expressing H. pylori AddAB, primary screen, AddAB inhibitor project, absorbance; 330,000 compounds, 0.29% hits; inhibition, % at 11.9 µM; in the data active means inhibition above about 12%;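 further: 0% = vehicle wells of infected cells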
# PfHsp90 yeast 2: growth inhibition of PfHsp90-expressing yeast, primary screen, antimalarial PfHsp90 inhibitor project, S. cerevisiae, BacTiter-Glo luminescence, single point, set 2. BacTiter-Glo ATP, 48 h; yeast lacking PDR1 and PDR3 efflux regulators. 310,000 compounds, 0.32% hits. inhibition, % at 9.4 µM;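 active means every replicate shows inhibition above about 80%, whatever the replicate mean, limit read from the data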;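 further: 0% = DMSO neutral controls and 100% = 20 µM radicicol positive controls; yeast relying on Plasmodium falciparum Hsp90 in place of its own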
# Mot1-301 SUMO: yeast Mot1-301 growth rescue at high temperature, primary screen, SUMOylation pathway inhibitor project, S. cerevisiae, ATP luminescence, 38.5C. growth rescue, % at 18.8 µM. AID 2716, 2010. S. cerevisiae Mot1-301 growth rescue; percent above DMSO median, 100 means doubled. 320,000 compounds, 1% hits;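 active means every valid replicate shows activation above 250% relative to neutral control wells; inactive means the rest, any valid replicate at or below 250%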;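 further: OY570 slx delta 5 strain wells were the positive control but not used for scaling; some compounds called inactive have numbers as strong as hits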
# OPRM1-OPRD1 inv: inverse agonists of MOR-DOR heterodimerization, primary screen, cell-based, luminescence; Mu-type opioid receptor (Homo sapiens) + Delta-type opioid receptor (Homo sapiens), …; cell-based MOR-DOR heterodimer luminescence, inverse agonism; inhibition, % at 9.3 µM; 340,000 compounds, 0.21% hits; AID 504357, 2011; in the data active means inhibition above about 22%, passing the limit was not always enough;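 further: 0% = cells with DMSO and 100% = wells without cells with DMSO; values of inactives mirror those of a sister screen read the other way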
# HTR5A ag ctr: HTR5A agonists in luminescence cell assay, primary screen, counter-screen for OPRM1-OPRD1 heterodimer agonist project, full-deck HTS; 5-hydroxytryptamine receptor 5A (Homo sapiens), P47898; cell-based; activation, % at 9.3 µM; 340,000 compounds, 0.61% hits; AID 504692, 2011; in the data active means activation mostly above about 9.5%, no sharp cut-off; inactive means mostly below about 7.6%;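 further: 0% = cells with vehicle only and 100% = reference agonist; strong numbers were not always called active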
# MOR-DOR ag: agonists of OPRM1-OPRD1 heterodimerization, primary screen, cell-based, luminescence; activation, % at 9.3 µM; 340,000 compounds, 0.3% hits; AID 504326, 2011; cells; Mu-type opioid receptor (Homo sapiens) + Delta-type opioid receptor (Homo sapiens), …; in the data active means activation above about 18%;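 further: 0% = vehicle-treated cells and 100% = reference agonist; values of inactives mirror those of a sister screen read the other way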
# E coli growth: E. coli V3065 growth inhibition, primary screen, counter-screen for AddAB inhibitor project, absorbance, OD600; 18 h; inhibition, % at 11.9 µM; 330,000 compounds, 0.27% hits;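 active means inhibition above the campaign's mean inhibition across all tested compounds plus 3 SD, cut at about 9.9% in these data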;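 further: uninfected addAB+ strain grown without phage in ampicillin broth; 0% = DMSO wells and 100% = ciprofloxacin 0.95 µg/ml wells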
# DSG3 Ab inh: inhibitors of pemphigus antibody binding to DSG3, primary screen, biochemical, bead-based, flow cytometry, scFv-GFP; Desmoglein-3 (Homo sapiens), P32926; DSG3-coupled beads, scFv-anti-DSG3-GFP binding; hits give low values; binding (percent of control), % at 10 µM; 310,000 compounds, 0.48% hits; AID 588358, 2011;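 active means binding more than 3 SD below its plate's average and above zero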;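 further: hits lower antibody fragment binding to DSG3; some compounds called inactive have numbers as strong as hits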
# Numbers without * were called inactive; x = not tested or not shown.
SMILES	E coli growth	OPRM1-OPRD1 inv	Mot1-301 SUMO	HTR5A ag ctr	PfHsp90 yeast 2	AddAB inh	MOR-DOR ag	DSG3 Ab inh	HTR5A inv ag	phage Ecoli inh	PKA-R1A act
O=C(c1cc(-c2ccccc2)nc2ccccc12)N1CCN(c2ccccc2O)CC1	1.4	-31	67	2	-44	4.8	4.5	103	5	1.7	2
Cc1cccc(N2CCN(C(=O)c3cn(C)c(=O)c4c3c3ccccc3n4C)CC2)c1C	-1.9	8	34	-3	-23	-2.2	-1.4	95	9	x	0
COc1ccc(N2CCN(C(=O)c3cc4c(s3)-c3ccccc3S(=O)(=O)C4)CC2)cc1	-1.1	-12	-10	4	-12	-1.7	2.2	91	-11	-0.7	-5
COC(=O)c1cc(NC2c3ccccc3C(=O)N2CCN2CCOCC2)cc(C(=O)OC)c1 (stereo unspecified)	-1.1	5	6	2	-14	-3.1	-0.8	84	-7	2.4	-12
CC(NC(=O)CSc1nc2ccccc2c(=O)[nH]1)c1ccccc1 (stereo unspecified)	-2.8	10	-5	-4	37	0.6	-2.0	100	-11	-6.8	-4
CC1(C)CC(=O)C=C(OC(=O)c2ccc(Cl)cc2)C1	-1.9	0	470*	-1	3	-0.3	0.0	104	-2	2.0	-3
Cn1cnnc1SCC(=O)Nc1ccc2nc(SCc3cccc4ccccc34)sc2c1	-3.5	-8	9	1	x	0.7	1.7	110	-2	0.1	-5
CCOC(=O)c1oc2nc3c(cc2c1N)COC(C)(C)C3	-0.3	18	x	1	13	1.2	-3.1	98	-18	1.1	-10

# The closing 7 records of the part before lead into the next.
SMILES	E coli growth	OPRM1-OPRD1 inv	Mot1-301 SUMO	HTR5A ag ctr	PfHsp90 yeast 2	AddAB inh	MOR-DOR ag	DSG3 Ab inh	HTR5A inv ag	phage Ecoli inh	PKA-R1A act
Cc1cccc(N2CCN(C(=O)c3cn(C)c(=O)c4c3c3ccccc3n4C)CC2)c1C	-1.9	8	34	-3	-23	-2.2	-1.4	95	9	x	0
COc1ccc(N2CCN(C(=O)c3cc4c(s3)-c3ccccc3S(=O)(=O)C4)CC2)cc1	-1.1	-12	-10	4	-12	-1.7	2.2	91	-11	-0.7	-5
COC(=O)c1cc(NC2c3ccccc3C(=O)N2CCN2CCOCC2)cc(C(=O)OC)c1 (stereo unspecified)	-1.1	5	6	2	-14	-3.1	-0.8	84	-7	2.4	-12
CC(NC(=O)CSc1nc2ccccc2c(=O)[nH]1)c1ccccc1 (stereo unspecified)	-2.8	10	-5	-4	37	0.6	-2.0	100	-11	-6.8	-4
CC1(C)CC(=O)C=C(OC(=O)c2ccc(Cl)cc2)C1	-1.9	0	470*	-1	3	-0.3	0.0	104	-2	2.0	-3
Cn1cnnc1SCC(=O)Nc1ccc2nc(SCc3cccc4ccccc34)sc2c1	-3.5	-8	9	1	x	0.7	1.7	110	-2	0.1	-5
CCOC(=O)c1oc2nc3c(cc2c1N)COC(C)(C)C3	-0.3	18	x	1	13	1.2	-3.1	98	-18	1.1	-10
CCOC(=O)c1c(NC(NC(=O)C(C)C)C(Cl)(Cl)Cl)sc2c1CCC2 (stereo unspecified)	2.6	-29	1	1	37	2.8	5.7	90	8	1.8	0
CC(C)Cn1cnc2c(SCc3ccccc3)nc(N)nc21	x	7	x	-1	18	x	-1.4	95	6	3.0	-4
COC(=O)c1c(C)noc1-c1ccc(Cl)cc1	-2.0	-1	-2	9	13	2.4	0.1	107	-3	1.0	-4
CCCn1c(N)c(C(=O)CN(C)CC(=O)Nc2ccccc2C(F)(F)F)c(=O)[nH]c1=O	-3.8	15	x	6	-12	1.6	-3.7	x	-16	0.6	-9
CCCCN(C(=O)c1cc(=O)[nH]c2ccccc12)c1c(N)n(CCCC)c(=O)[nH]c1=O	3.3	8	458	1	3	0.9	-2.5	107	10	2.3	-2
COc1cc2nc(SCc3ccc(Cl)cc3Cl)n(Cc3cccs3)c(=N)c2cc1OC	0.2	6	-6	2	21	0.3	-1.1	103	-29	0.8	4
COc1ccc(Sc2nc(-c3ccccc3)ncc2C(=O)O)cc1	-0.9	-2	-7	-3	-5	0.3	0.3	101	7	3.4	7
CCOC(=O)c1cc(=O)[nH]c2ccccc12	0.2	17	x	1	x	1.3	-3.6	110	-2	1.4	-4
C/C(=N/n1cnnc1)c1cccnc1	-0.2	-5	20	-1	x	-1.6	1.1	95	2	2.4	-3
Cc1cccc(OCC(=O)Nc2ccccc2C(=O)N2CCOCC2)c1	-1.6	-5	-4	0	-18	-0.7	0.8	104	0	0.5	-3
COc1ccc(CCNC(=O)COC(=O)CCC(=O)c2ccc(F)cc2)cc1	-3.0	2	5	-4	3	2.6	-0.5	x	10	2.9	-2
O=C(N/N=C/c1c[nH]c2ccccc12)c1ccccc1	-1.7	6	-2	1	-39	-1.2	-1.0	116	-24	-0.8	-6
CCc1nc2cc([N+](=O)[O-])c([N+](=O)[O-])cc2[nH]1	2.1	12	-6	-1	20	1.0	-2.2	125	-23	5.2	4
COc1ccc(C2NC(=S)NC3=C2CCc2cc(OC)ccc23)cc1 (stereo unspecified)	2.2	2	7	4	-3	-0.3	-0.3	106	-3	2.3	7
CCCC(C)NS(=O)(=O)c1ccccc1 (stereo unspecified)	1.4	9	8	-3	-39	2.0	-1.6	96	7	-0.1	0
C=CCSc1nnc(NC(=O)c2cccc(S(=O)(=O)N(C)c3ccccc3)c2)s1	-1.9	9	16	2	-42	0.3	-1.7	101	-10	0.4	-11
COc1ccccc1NS(=O)(=O)c1ccc2oc(SCc3ccc(F)cc3)nc2c1	0.9	-11	1	2	-54	2.4	2.0	97	12	1.2	6
COc1ccc(CC(=O)Nc2c3c(nn2-c2ccccc2C)CS(=O)C3)cc1 (stereo unspecified)	1.1	15	-14	1	25	1.6	-2.8	103	-3	2.8	-8
CCOc1cc(C(=O)OCc2cc(=O)n3c(C)csc3n2)ccc1OC	-0.6	6	-8	4	-5	0.2	-1.6	x	-10	1.8	-2
O=C(Cn1cncc1-c1ccc([N+](=O)[O-])cc1)Nc1ccccc1F	-1.0	4	103	4	0	2.3	-0.7	102	-4	3.6	-3
O=C(c1ccccc1)c1ccc(OCC(O)CNCc2cccc(Cl)c2)cc1 (stereo unspecified)	x	-21	-3	7	11	x	4.7	101	-26	1.3	0
Cc1ccc(CCNC(=O)C2CCC(CNc3c(N4CCCC4)c(=O)c3=O)CC2)cc1 (stereo unspecified)	-0.6	6	15	-3	-13	1.2	-1.4	90	13	3.5	-9
CC(=O)C1=C(C)NC(SCC(N)=O)=C(C#N)C1c1cccnc1 (stereo unspecified)	0.4	6	1	1	0	-1.0	-1.1	105	3	0.0	2
Cc1cc(C)c(NC(=O)C(C)Sc2nc3ccc(N4C(=O)c5ccccc5C4=O)cc3s2)c(C)c1 (stereo unspecified)	0.9	12	-13	-1	2	1.3	-2.3	x	-3	2.8	4
CS(=O)(=O)N1CCc2cc(S(=O)(=O)Nc3ccc4oc5c(c4c3)CCCC5)ccc21	0.7	1	26	7	-9	4.7	-0.3	89	-18	1.7	14
COc1cccc(NC(=O)CN2CCN(c3ccccc3F)CC2)c1	0.5	3	600*	2	-21	2.4	-0.7	x	14	3.5	0
COc1ccccc1N1CCN(C(=O)c2ccc(NC3=NC4CS(=O)(=O)CC4S3)cc2)CC1 (stereo unspecified)	-0.9	10	3	-2	-10	2.9	-1.8	103	-2	1.1	-7
O=C(CSc1nnnn1C1CCCC1)Nc1ccc2c(c1)OCO2	0.6	9	378	4	13	-1.0	-1.7	106	9	3.4	-9
CCCSc1nc(SCC(=O)NCc2ccccc2)c2c3c(sc2n1)COC(C)(CC)C3 (stereo unspecified)	-1.4	10	3	-1	0	-0.8	-2.0	97	-7	1.3	12
CC(C)N(Cc1cnn(C)c1)C(=O)c1ccc(OC2CCN(Cc3ccccn3)CC2)cc1	-3.4	6	-8	-1	17	0.5	-1.2	x	2	2.9	11
O=C(CNC(=O)c1ccccc1F)N/N=C/c1cn[nH]c1-c1ccccc1	1.1	14	0	3	1	0.7	-2.8	82	6	4.9	-9
S=C(NCc1cccnc1)Nc1ccc(Cl)cc1Cl	-0.3	-2	-6	9	16	7.0	0.5	109	-1	3.2	-11
CC(C)c1ccc(NC(=O)c2ccccc2NC(=O)C2CCCCC2C(=O)O)cc1 (stereo unspecified)	x	5	76	4	-4	x	-0.9	104	-12	-0.2	-7
COc1ccc2c(CC(=O)OCC(=O)Nc3cc(C)c(C)cc3[N+](=O)[O-])coc2c1	-2.4	-6	-3	4	-7	1.9	1.2	109	-5	4.2	3
Cc1cc(C)nc(Sc2ccc(/C=C(\C#N)C(=O)Nc3ccccc3)o2)n1	2.7	-9	-10	3	13	0.1	1.5	97	-6	-2.7	-13
Cc1ccccc1-n1nnnc1SCC(=O)NNC(=O)c1ccc(NC(=O)CC#N)cc1	-0.9	16	-10	-1	-6	-0.5	-4.1	103	-1	0.8	5
CSc1ncc(C(=O)O)c(C)n1	-1.2	17	-1	4	3	0.8	-3.0	95	-12	2.9	5
COc1cccc(C(=O)Nc2ccc(C(=O)NCC(C)C)cc2)c1	2.2	9	25	-7	8	1.6	-1.4	102	-20	5.3	1
COC(=O)C1=C(C)NC(C)=C(C(=O)OC)C1C(=O)OCc1nnc(-c2ccccc2)o1	-1.1	7	-9	-2	x	-0.8	-1.1	97	6	0.8	8
CC1(C(=O)N(Cc2ccccc2)Cc2ccccc2)CC1(Br)Br (stereo unspecified)	2.4	-19	-1	-1	-39	-0.8	3.6	113	-11	1.9	-12
O=C(Nc1ccccc1)c1nnn(Cc2ccccc2)c1NC(=O)C(F)(F)F	0.0	-1	42	-1	x	0.2	0.2	103	-15	5.0	-6
Cc1c(NC(=S)NC(=O)Cc2ccccc2)cccc1C(=O)O	-1.0	13	-16	3	x	3.4	-2.6	107	-8	1.1	-1
CCOc1cc(/C=C2\N=C(C)OC2=O)cc(Cl)c1OCC(=O)OC	0.7	15	-18	-3	-1	1.7	-2.9	95	-15	2.3	0

# Screens (PubChem BioAssay)
